Compound activity: PubChem BioAssay, National Center for Advancing Translational Sciences (NCATS)
TCR activator: activators of T cell receptors. primary human leukocytes, anti-CD3, IL-2 HTRF, 48 h. Potency, µM (highest dose often 9.22 µM), for the others: at the highest dose activation of IL-2 secretion, actives largely listed as activators. 330,000 tested, under 10 active; also: % of control where 0% means no effect
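Primary human leukocytes receive a-CD3 beads and test compound and are incubated 48 hr. Secreted IL-2 is then assayed by HTRF, measuring 665nm acceptor emission after 320nm excitation of the europium donor.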
Giardia kill: Giardia lamblia killing | Giardia lamblia trophozoite viability | hit rate 0.15% among 340,000 | activity change, % at 7.66 µM, hits read low; in the data active = activity change below about -80%; inconclusive = between about -30% and that limit;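 also: parasites exposed to compound for two days anaerobically before the ATP read; % is scaled to controls: 0 for no effect and ±100 for the full control effect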
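ATP-content bioluminescence gauges trophozoite survival. Cells (100/well) receive compound and incubate anaerobically for 48 hrs at 37 deg C; detection reagent follows for 15-30 min at room temperature.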
KCNH2 WT inh: inhibitors of human wildtype KCNH2 potassium channel; Q12809; U2OS, BacMam KCNH2, thallium flux FluxOr; hits give low values; activity change, % at 1.84 µM; hit rate 0.37% among 340,000;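 active = maximum activity change below -70%; inconclusive = maximum activity change between -70% and -50%; inactive = maximum activity change above -50%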; also: % is scaled to controls: 0 for no effect and ±100 for the full control effect
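U2OS cells were transduced with wild-type KCNH2 virus (2.03 x 10^8 / mL) for 4 h at room temperature, then cultured overnight at 37 C. Thallium flux was read with FluxOr dye. Rate constants were normalized to DMSO controls.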
Tb PFK inh: inhibitors of T. brucei phosphofructokinase | O15648 | hit rate 0.17% among 330,000 | T. brucei PFK, ADP-Glo luminescence | Potency, µM (highest dose often 57.5 µM), for the others: at the highest dose activity, negative = inhibition, usual class: inhibitors;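 also: potency is read from the fitted curve at half-maximal effect; 0% = uninhibited 1x PFK enzyme wells and -100% = no-enzyme wells; nearly all actives have a fitted effect of over 60% in size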
Target sequence (O15648 whole entry, looked up): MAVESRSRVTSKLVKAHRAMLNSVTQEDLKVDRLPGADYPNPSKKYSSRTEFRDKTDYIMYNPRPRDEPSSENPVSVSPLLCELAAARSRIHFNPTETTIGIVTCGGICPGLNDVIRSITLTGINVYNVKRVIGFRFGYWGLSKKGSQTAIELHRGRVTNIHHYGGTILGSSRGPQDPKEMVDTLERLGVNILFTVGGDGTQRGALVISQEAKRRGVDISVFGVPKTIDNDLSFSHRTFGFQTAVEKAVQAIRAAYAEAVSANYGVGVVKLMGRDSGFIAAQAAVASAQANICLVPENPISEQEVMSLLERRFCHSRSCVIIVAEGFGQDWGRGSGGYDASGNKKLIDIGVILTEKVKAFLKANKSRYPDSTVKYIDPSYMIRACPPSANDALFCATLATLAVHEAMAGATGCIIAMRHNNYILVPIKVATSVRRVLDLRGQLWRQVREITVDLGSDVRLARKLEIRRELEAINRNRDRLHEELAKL
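In TEA buffer at pH 8.0 with 5 mM MgCl2, enzyme (1.25 nM) converted F6P (0.5 mM) and ATP (0.1 mM) for 45 min at room temperature. ADP product was read by luciferase luminescence.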
GALK inhibitor: inhibitors of human galactokinase | P51570 | Purified GALK, Kinase-Glo residual ATP luminescence | Potency, µM (titrated, usually from 57.5 µM), without a hit: at the highest dose activity change, negative = inhibition, usual class: inhibitors | hit rate 0.007% among 270,000; also: potency is read from the fitted curve at half-maximal effect; % is scaled to controls: 0 for no effect and ±100 for the full control effect
Target sequence (P51570 whole entry, looked up): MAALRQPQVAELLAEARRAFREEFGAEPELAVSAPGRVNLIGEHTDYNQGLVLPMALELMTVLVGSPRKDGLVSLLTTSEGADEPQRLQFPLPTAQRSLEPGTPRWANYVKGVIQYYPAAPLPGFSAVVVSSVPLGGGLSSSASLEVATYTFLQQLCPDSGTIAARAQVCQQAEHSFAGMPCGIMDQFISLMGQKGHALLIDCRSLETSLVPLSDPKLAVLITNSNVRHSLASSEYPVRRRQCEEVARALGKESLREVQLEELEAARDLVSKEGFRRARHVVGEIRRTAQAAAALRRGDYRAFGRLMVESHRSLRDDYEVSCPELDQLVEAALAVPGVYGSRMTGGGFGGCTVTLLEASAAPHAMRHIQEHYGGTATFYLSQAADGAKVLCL
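Human GALK (5 nM) with 35 uM ATP and 100 uM galactose in 20 mM HEPES pH 8.0, 5 mM MgCl2, 60 mM NaCl, 1 mM DTT, 0.01% BSA. After 1 h at room temperature, leftover ATP was read by Kinase-Glo Plus luminescence.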
AT treatment: candidate therapy for ataxia-telangiectasia. […] A-T fibroblasts, KAP-1 phosphorylation AlphaLISA; neocarzinostatin DNA damage 30 min before lysis. Potency, µM (doses to about 57.5 µM), for inactives: top-dose activation, hits mostly activators. hit rate 0.19% among 320,000. AID 485349; also: potency is read from the fitted curve at half-maximal effect; % of control where 0% means no effect; nearly all actives have a fitted effect of over 45% in size
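hTERT-immortalized A-T patient fibroblasts ([…]), 500 cells/well in OPTI-MEM, 1% FBS, got compounds for 60 min, then NCS for 30 min at 37C. Lysates were then assayed for phospho-KAP-1 by AlphaLISA (anti-pKAP1 donor, anti-KAP1 acceptor beads), 6 hr at 25C.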
BCR signal inh: chronic active BCR signaling inhibition; Potency, µM (titrated, usually from 46.1 µM), for the others: at the top dose ratio change, negative = lower green/red ratio, most hits filed as inhibitors; ABC-DLBCL IkBa-CBG/CBR reporter, luminescence ratio, 4 h; AID 493014; hit rate 0.05% among 340,000; active = well fitted inhibition curve with a large enough effect in the signal ratio, with a control signal flat, not every such curve was filed as active; inconclusive = small, poorly fitted or top-dose-only effect, or effect the other way, or a change in a side signal; the % refers to the signal ratio;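 also: potency is read from the fitted curve at half-maximal effect; plate controls were basal doxycycline-induced cells for no effect and cells given 10 µM MG132 for full effect; MG132 reads +100%, hits lower the ratio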
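Compounds up to 46 uM were incubated four hours with TMD8 cells whose green CBG68 luciferase is fused to IkappaBalpha; red CBR luminescence normalised the signal, and concentration-effect curves were fitted to fusion, red and ratio data.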
FBPA coupling cs: inhibits coupling enzyme system, counter-screen for aldolase hits; AID 2472; hit rate 0.67% among 290,000; activity change, negative = inhibition, % at 58.2 µM, hits read low; coupling enzyme system counterscreen, AmpLite Red fluorescence; in the data active = activity change below about -30%; also: % is scaled to controls: 0 for no effect and ±100 for the full control effect
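Counterscreen lacking aldolase: glyceraldehyde-3-phosphate coupling-enzyme reagent preincubated 10 min at RT with compound (at 57.5 uM final), then substrate/coupling system with AmpLite Red added; fluorescence read at 525/598 nm after 20 min RT.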
MLL CXXC-DNA inh: inhibitors of human MLL CXXC domain-DNA interaction; Potency, µM (highest dose often 115 µM), without a hit: top-dose activity change, negative = inhibition, hits mostly inhibitors; MLL-CXXC / FITC-HOXA9 DNA fluorescence polarization; Q03164; hit rate 0.037% among 290,000; active = well fitted inhibition curve with a large enough effect in the polarisation, with a control signal flat, not every such curve was filed as active; inconclusive = small, poorly fitted or top-dose-only effect, or effect the other way, or a change in a side signal; inactive = no such curve, though single readings can be large or run the other way; the % refers to the polarisation; also: potency is read from the fitted curve at half-maximal effect
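Steps: dispense CXXC domain solution (7 uM) → pin compounds or unlabeled HOX-A9 DNA control → 5 min ambient → add FLSN-HOX-A9 solution (50 nM) → spin → 30 min ambient → fluorescence polarization. Tris pH 7.5/NaCl/DTT/BSA buffer.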
TSHR antag: antagonists of human thyroid stimulating hormone receptor. P16473. TSHR-expressing cells, TSH-stimulated cAMP HTRF, 2 h; hits give low values. activity change, negative = inhibition, % at 11.5 µM. hit rate 0.2% among 330,000;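 active = activity change below a set negative limit, meaning inhibition stronger than a set level, cut at about -70% in these data; inconclusive = activity change between two set negative limits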; also: % is scaled to controls: 0 for no effect and ±100 for the full control effect
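TSHR-expressing cells, 200/well, pre-treated with compound, then stimulated with EC80 TSH (4nM final) for 2 hours at 37 deg C. cAMP measured by competitive HTRF: anti-cAMP cryptate antibody in lysis buffer plus cAMP-d2, read after 30 minutes at room temperature.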
* hit, by the source's call; u = inconclusive; x = not tested or not shown; [ ] = remark or other dose. Unless noted, calls follow the shape of the dose curve; as a rule, active = well fitted curve in the direction sought with a large enough effect; inconclusive = small, poorly fitted or top-dose-only effect, or another doubt; inactive = no such curve, though single readings can be large; an effect the other way counts as inactive or inconclusive.

SMILES | TCR activator | Giardia kill | KCNH2 WT inh | Tb PFK inh | GALK inhibitor | AT treatment | BCR signal inh | FBPA coupling cs | MLL CXXC-DNA inh | TSHR antag
O=C(Nc1ccc(F)cc1F)c1c(C(F)(F)F)ccnc1Oc1ccccc1 | 2% | 5 | 13 | 1% | -2% | 7% | -12% | 3 | 0% | 1
COc1ccc(N(C(=O)c2ccc(S(=O)(=O)N3CCOCC3)cc2)C2C=CS(=O)(=O)C2)cc1 (configuration not stated) | x | 38[activator] | -2 | -4% | 0% | -2% | 0% | 6 | -7% | -4
O=C(CNC(=O)c1ccco1)NCC(=O)OC(C(=O)c1ccccc1)c1ccc(Cl)cc1 (configuration not stated) | -19%[46.1 µM] | 16 | -26 | -1% | 0% | 0% | 18% | 5 | 18% | -1
O=C(NCc1nnc2c3ccccc3c(-c3ccccc3)nn12)c1ccc(Cl)cc1 | -3%[46.1 µM] | 16 | 11 | -1% | -2% | -2% | -1% | 0 | 5% | -3
C=CCn1c(COc2ccccc2F)nnc1SCC(=O)c1c[nH]c2ccccc12 | 2%[46.1 µM] | 12 | -12 | 0% | -2% | -4% | u | 4 | -5% | 6
CCN1CCN(C(=O)C(C)Nc2cc(Cl)c(OC)cc2OC)CC1 (configuration not stated) | 10% | 11 | -4 | 0% | 9% | -17% | 0% | -43* | 8% | 4
CC(CNC(=O)CN1C(=O)NC2(CCCCC2C)C1=O)c1ccccc1 (configuration not stated) | 2% | 1 | -4 | -1% | x | 4% | 3% | x | x | -7
C=C1CC2C=C(NC(C)=O)CC(C1)C2 (configuration not stated) | -4% | 2 | -7 | 3% | 1% | 10% | 0% | 2 | -1% | -2
COc1ccc(Cl)cc1C(=O)NC(C)C | -3% | 1 | 4 | 4% | 2% | -8% | 1% | -2 | 1% | -8
COc1ccccc1NC(=O)CNc1ccc(F)c(Cl)c1 | -8%[46.1 µM] | -26 | 2 | -22% | 1% | 7% | u | -2 | -3% | -30
Cc1ccnc(NC(=O)/C=C/c2cccs2)c1 | 4%[46.1 µM] | u | -13 | -3% | 1% | -4% | u | -5 | 0% | 6
CCO[C@H]1OC(C(=O)NC2CC2)=C[C@@H](c2csc3ccccc23)[C@@H]1CCCO | -3% | -24 | 7 | 2% | -2% | x | u | 1 | -10% | 24

Quoted from above, two compounds:
SMILES | TCR activator | Giardia kill | KCNH2 WT inh | Tb PFK inh | GALK inhibitor | AT treatment | BCR signal inh | FBPA coupling cs | MLL CXXC-DNA inh | TSHR antag
O=C(Nc1ccc(F)cc1F)c1c(C(F)(F)F)ccnc1Oc1ccccc1 | 2% | 5 | 13 | 1% | -2% | 7% | -12% | 3 | 0% | 1
COc1ccc(N(C(=O)c2ccc(S(=O)(=O)N3CCOCC3)cc2)C2C=CS(=O)(=O)C2)cc1 (configuration not stated) | x | 38[activator] | -2 | -4% | 0% | -2% | 0% | 6 | -7% | -4

More entries.
SMILES | TCR activator | Giardia kill | KCNH2 WT inh | Tb PFK inh | GALK inhibitor | AT treatment | BCR signal inh | FBPA coupling cs | MLL CXXC-DNA inh | TSHR antag
O=C(COC(=O)/C=C/c1cccc(C(F)(F)F)c1)NCc1ccccc1 | 0%[46.1 µM] | -4 | -13 | 0% | 2% | 2% | 0% | -3 | -4% | 5
O=C(CCCc1ccccc1)Nc1cccc([N+](=O)[O-])c1 | 3% | -15 | -28 | -3% | 4% | -11% | 6% | 0 | -1% | -3
Cc1ccc(C)c(S(=O)(=O)NCC(=O)Nc2sc3c(c2C(N)=O)CCC(C)C3)c1 (configuration not stated) | 6% | 0 | -1 | 1% | -3% | -3% | 4% | 2 | 35%[activator] | 9
c1ccc(CSc2nnc(-c3ccccn3)n2-c2ccccc2)cc1 | -1% | 8 | -3 | 2% | -1% | 4% | u | 1 | -9% | -13
O=C(CCN1CCCCC1)c1ccc2c(c1)OCCO2 | 20% | -1 | 12 | 2% | 2% | 3% | u | 4 | -10% | -6
CSc1ccc(CN2CCC(Cc3ccccc3)CC2)cc1 | -5% | 46[activator] | -2 | -3% | -7% | 6% | 3% | 0 | 12% | 11
O=C(Nc1ccc2oc(-c3ccncc3)nc2c1)c1cccs1 | -4% | -2 | -22 | -10% | -2% | -8% | u | 0 | 42%[activator] | -1
Cc1ccc2c(c1)C(c1ccc(F)cc1)N(C(=O)c1ccc(S(=O)(=O)N(C)C)cc1)CC(=O)N2 (configuration not stated) | 0% | -25 | x | -2% | 3% | -5% | 0% | -1 | 1% | 0
O=C(Cc1cccs1)Nc1ccccc1C(=O)O | -7% | -19 | -5 | -1% | 2% | 1% | u | -11 | 1% | -9
Cc1cc(C(=O)OCC(=O)N2CCOCC2)c2ccccc2n1 | 1% | -1 | -1 | 2% | 2% | 8% | -1% | 0 | 0% | 3
O=C(NC1CCCC1)C(Cc1ccccc1)n1cccc1 (configuration not stated) | 8% | -12 | 0 | 3% | 1% | -7% | 4% | 1 | 1% | -1
O=C(Cc1ccccc1)Nc1nc(-c2cccs2)cs1 | -1% | -4 | 0 | 1% | 1% | -4% | u | -6 | -3% | -14
CCC1CCCCN1C(=O)CSc1nc2c(c(=O)n(C)c(=O)n2C)n1C (configuration not stated) | 10% | -1 | 9 | 1% | 1% | 7%[11.5 µM] | u | 1 | 19% | 7
COc1ccc2c(c1OC)C(=O)N1C2SC[C@H]1C(=O)NC1CCCCC1 (some centres not stated) | 8% | 9 | 3 | -1% | x | 4% | u | 0 | 1% | -5
CCC(C(=O)Nc1ccccc1F)n1nc(C)c2c(C)n(-c3ccccc3)nc2c1=O (configuration not stated) | -3% | -11 | -2 | 4% | -3% | -4% | 0% | 1 | 6% | 6
OCC1(Cc2ccccc2)CCN(Cc2cnc(-c3ccc(Cl)cc3)nc2)CC1 | 2% | 3 | -12 | -1% | 3% | 5% | 23% | 0 | 13% | -27
O=C(Nc1ccc(Br)cc1)c1cc(-c2cccs2)on1 | 9% | -13 | 3 | 1% | 8% | 8% | u | 0 | 19% | 1
c1ccc2c3c(c(CN4CCCC4)cc2c1)COC3 | 6% | -2 | -4 | -3% | 6% | 7% | 14% | 2 | 2% | 4
COc1cc(C(=O)N(CCN(C)C)CC2CCCN(Cc3ccccc3F)C2)ccc1C (configuration not stated) | -1% | -16 | 8 | 0% | 2% | -2% | u | 2 | 3% | 8
O=C1CCC(C(=O)N(Cc2cccs2)C2(C(=O)NC3CCCCC3)CCCCC2)N1 (configuration not stated) | x | 23 | -10 | 3% | 1% | -2% | 6% | -1 | 1% | -5
CC(C(=O)O)N1C(=O)c2cccc3cccc1c23 (configuration not stated) | 1% | 8 | 1 | 5% | 2% | 6% | 5% | 5 | 2% | 9
Cc1nnc(-c2ccccc2)nc1N1CCOCC1 | 2% | 1 | 40 | 5% | -1% | -1% | -4% | 0 | 2% | 6
NC(=O)C1=C[C@H](c2csc3ccccc23)C[C@H](OCc2ccc(CO)cc2)O1 | 0% | -18 | -18 | -2% | 0% | x | 4% | 4 | 2% | 35
Cc1ccccc1C(=O)NNc1ccc(-c2csnn2)cc1 | -42% | 6 | -7 | -3% | 3% | 0% | u | 7 | -6% | 5
O=C(NCc1ccc(F)cc1)c1cccc(S(=O)(=O)N2CCOCC2)c1 | 6% | -9 | 0 | 0% | x | 1% | u | x | x | -5
CCCOc1ccc(CNC(=S)N/N=C/c2ccc([N+](=O)[O-])cc2)cc1 | -1% | -5 | -5 | 0% | 2% | 2% | 2% | 0 | 12% | -5
O=C(NC(Cc1ccccc1)C(=O)O)/C(=C\c1ccc(F)cc1)NC(=O)c1ccccc1 (configuration not stated) | -4% | -2 | 7 | 0% | -2% | -14% | -1% | -1 | -7% | -9
Cc1cccc(C)c1NC(=S)N(Cc1ccccc1)Cc1cccnc1 | 0% | 23 | -3 | -2% | 0% | -2% | u | -1 | -4% | 5
C=CCc1cc(/C=N/NC(=O)CSc2nnc(CCCc3ccc(OC)cc3)o2)cc(OC)c1O | 5% | -4 | 6 | 1% | -1% | 0% | u | -5 | 5% | 1
O=C(CCCN1C(=O)CSc2ncccc21)N1CCN(Cc2ccccc2)CC1 | -3% | 12 | -8 | -8% | 1% | -1% | 4% | 1 | 8% | -9
COc1ccc(CNC(C)C2COc3ccccc3O2)c(OC)c1 (configuration not stated) | -6% | 0 | 7 | 7% | -1% | 1% | 1% | 1 | -2% | 7
COc1ccccc1-c1c(C)nn2c(N3CCN(Cc4ccccc4)CC3)cc(C)nc12 | 3% | -16 | -3 | 2% | 0% | -1% | 13% | -3 | 1% | -7
O=C1CCCC2=C1C(c1ccccc1)n1c(s/c(=C/c3cccc(F)c3)c1=O)=N2 (configuration not stated) | -3% | 9 | 1 | 1% | 1% | -1% | u | 1 | 1% | 12
